# Screens deposited in PubChem BioAssay by National Center for Advancing Translational Sciences (NCATS).
# PKM2 act = activators of human pyruvate kinase M2; P14618; 260,000 tested, 0.34% active; Potency, µM (doses to about 57.5 µM), inactives show top-dose activation, most hits filed as activators; purified PKM2, Kinase-Glo ATP luminescence, activation; response scale: 0% is enzyme alone, no compound; AID 1631; note: potency is the fitted concentration of half-maximal effect; nearly all actives have a fitted effect of over 55% in size
#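 hPK-M2, >95% pure; 0.1 mM ADP / 0.5 mM PEP final; imidazole pH7.2 buffer w/ 7 mM MgCl2, 50 mM KCl; 1 h RT; Kinase-Glo lum. Intermediate enzyme activity for dual inhibitor/activator qHTS.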
# GALK inh = inhibitors of human galactokinase. P51570. Potency, µM (titrated, usually from 57.5 µM), without a hit: at the top dose activity change, negative = inhibition, usual class: inhibitors. 270,000 tested, 0.007% active. Purified GALK, Kinase-Glo residual ATP luminescence; note: potency is the fitted concentration of half-maximal effect
#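 Compounds were pin-transferred into ATP buffer (35 uM final), then GALK plus galactose (5 nM, 100 uM final) was added. After 1 h at room temperature, Kinase-Glo Plus was added and luminescence read after 10 min.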
# Eya2 inh = blocks the phosphatase activity of human Eya2; O00167; recombinant Eya2, OMFP fluorescence dephosphorylation (OMFP is methylfluorescein phosphate); Potency, µM (top dose mostly 76.9 µM), inactives show top-dose activity, negative = inhibition, hits mostly inhibitors; 330,000 tested, 0.006% active; note: potency is the fitted concentration of half-maximal effect
#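 Eya2 (0.2 uM) preincubated 10 min at ambient with compound, then OMFP substrate added at 50 uM; 10 min reaction in 50 mM HEPES pH 7.5, 50 mM NaCl, 5 uM MgCl2, 0.05% BSA, 1 mM DTT. Fluorescence read at Ex 485/Em 525 nm.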
# Chronic BCR inh = blocks chronic active B-cell receptor signaling; 340,000 tested, 0.05% active; ABC-DLBCL IkBa-CBG/CBR reporter, luminescence ratio, 4 h; Potency, µM (top dose mostly 46.1 µM), for the others: at the highest dose ratio change, negative = lower green/red ratio, usual class: inhibitors; AID 493014; active = well fitted inhibition curve with a large enough effect in the signal ratio, with a control signal flat, not every such curve was filed as active; inconclusive = small, poorly fitted or top-dose-only effect, or effect the other way, or a change in a side signal; the % refers to the signal ratio;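 note: potency is the fitted concentration of half-maximal effect; plate controls were basal doxycycline-induced cells for no effect and cells given 10 µM MG132 for full effect; MG132 reads +100%, hits lower the ratio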
#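 Concentration-response series (up to 46 uM) were applied to TMD8 dual-reporter cells for 4 h at 37C with doxycycline. Green/red ratio, after filter-overlap correction, defined %Activity; red signal alone was normalised to basal cells and zero luminescence.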
# KCNH2 WT inh = inhibitors of human wildtype KCNH2 potassium channel | Q12809 | U2OS, BacMam KCNH2, thallium flux FluxOr; active compounds read low | activity change, % at 1.84 µM | 340,000 tested, 0.37% active | AID 720551;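 active = maximum activity change below -70%; inconclusive = maximum activity change between -70% and -50%; inactive = maximum activity change above -50%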
# Target sequence (Q12809 whole entry, looked up): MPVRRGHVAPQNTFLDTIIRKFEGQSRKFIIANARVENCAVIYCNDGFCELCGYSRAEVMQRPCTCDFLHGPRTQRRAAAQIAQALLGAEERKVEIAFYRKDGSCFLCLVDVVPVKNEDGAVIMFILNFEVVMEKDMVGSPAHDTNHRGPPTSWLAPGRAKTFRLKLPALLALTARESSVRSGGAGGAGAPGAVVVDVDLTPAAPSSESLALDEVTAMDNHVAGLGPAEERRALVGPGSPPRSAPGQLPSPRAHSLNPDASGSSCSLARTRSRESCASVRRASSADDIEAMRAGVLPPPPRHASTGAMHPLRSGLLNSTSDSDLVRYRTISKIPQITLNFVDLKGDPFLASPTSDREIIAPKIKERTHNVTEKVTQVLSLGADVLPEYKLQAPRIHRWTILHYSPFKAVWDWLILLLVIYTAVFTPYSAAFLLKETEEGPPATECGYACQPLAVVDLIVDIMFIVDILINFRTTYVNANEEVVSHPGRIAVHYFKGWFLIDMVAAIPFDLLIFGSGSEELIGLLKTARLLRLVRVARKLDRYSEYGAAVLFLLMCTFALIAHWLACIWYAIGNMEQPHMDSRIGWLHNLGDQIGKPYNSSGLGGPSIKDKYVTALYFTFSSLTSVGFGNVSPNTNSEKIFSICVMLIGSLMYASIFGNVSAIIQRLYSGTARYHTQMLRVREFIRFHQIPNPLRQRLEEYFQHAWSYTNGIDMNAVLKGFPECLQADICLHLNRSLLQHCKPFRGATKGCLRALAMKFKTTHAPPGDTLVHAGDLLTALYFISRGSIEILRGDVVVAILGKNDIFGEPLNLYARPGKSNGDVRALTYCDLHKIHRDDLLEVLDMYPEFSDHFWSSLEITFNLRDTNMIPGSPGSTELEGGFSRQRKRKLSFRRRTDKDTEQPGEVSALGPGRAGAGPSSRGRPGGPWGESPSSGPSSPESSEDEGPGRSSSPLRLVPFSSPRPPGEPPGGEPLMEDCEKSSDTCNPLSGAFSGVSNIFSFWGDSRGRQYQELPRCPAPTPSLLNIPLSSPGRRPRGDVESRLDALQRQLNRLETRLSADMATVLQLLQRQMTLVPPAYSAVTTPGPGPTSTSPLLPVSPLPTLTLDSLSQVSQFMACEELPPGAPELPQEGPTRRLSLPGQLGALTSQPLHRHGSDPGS
#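 U2OS cells transduced with wild-type KCNH2 virus are loaded with FluxOr dye for 45 min, and thallium flux is measured in kinetic reads before and after stimulation buffer. Rate constants are normalized to DMSO controls.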
# uPA generation = inhibitors of cell surface uPA generation | cell surface uPA generation assay, qHTS | Potency, µM (titrated, usually from 38.3 µM), without a hit: at the top dose activity change, negative = inhibition, hits mostly inhibitors | 330,000 tested, 0.31% active | AID 540303; active = well fitted inhibition curve with a large enough effect; inconclusive = small, poorly fitted or top-dose-only effect; inactive = no such curve, though single readings can be large or run the other way; tested in mouse RAW 264.7 cells; note: potency is the fitted concentration of half-maximal effect; nearly all actives have a fitted effect of over 55% in size
# B2AR arrestin = recruits beta-arrestin to the human beta2-adrenergic receptor. P07550. beta-arrestin recruitment to beta2AR, cell-based reporter. Potency, µM (series often up to 46.1 µM), for the others: top-dose activation, hits mostly activators. 330,000 tested, 0.02% active. AID 492947;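 note: potency is the fitted concentration of half-maximal effect; 0% = DMSO controls and full agonism = EC100 isoproterenol or metaproterenol; nearly all actives have a fitted effect of over 65% in size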
# KCNH2 3.1 block = KCNH2 3.1 (human) potassium channel inhibition; U2OS KCNH2 3.1, thallium flux FluxOr; active compounds read low; activity change, % (tested at about 1.8 µM); 340,000 tested, 0.95% active; AID 720553;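 active = maximum activity change below -70%; inconclusive = maximum activity change from -70% to -50%; inactive = maximum activity change above -50%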;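 note: thallium influx rate constant from kinetic fluorescence after stimulation buffer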
#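 FluxOr-based Tl+ influx in U2OS cells transduced with KCNH2 3.1 virus; rate constants normalized to DMSO controls.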
# Giardia killer = kills Giardia lamblia. AID 540267. activity change, % at 7.66 µM, hits read low. 340,000 tested, 0.15% active. Giardia lamblia trophozoite viability; in the data active = activity change below about -80%; inconclusive = between about -30% and that limit;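 note: parasites exposed to compound for two days anaerobically before the ATP read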
#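 Giardia lamblia trophozoites (100 cells/well) were incubated with compounds for 48 h at 37 deg C under anaerobic conditions. Viability was read as ATP content by one-step luminescence after 15-30 min at room temperature.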
# Coupling enz = coupling enzyme interference in Giardia aldolase counter-screen; coupling enzyme system counterscreen, AmpLite Red fluorescence; activity change, negative = inhibition, % at 58.2 µM, hits read low; 290,000 tested, 0.67% active; AID 2472; in the data active = activity change below about -30%
#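 Activity here indicates interference with the coupling reaction, not aldolase inhibition. Compounds at 57.5 uM final met coupling enzymes for 10 min at RT; substrate and AmpLite Red detection followed, with a 525/598 nm fluorescence read after 20 min.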
# USP2a inh = blocks human ubiquitin-specific protease USP2a. O75604. USP2 core, Ub-CHOP2 coupled fluorogenic reporter, 485/531. Potency, µM (series often up to 38.3 µM), for inactives: at the top dose activity change, negative = inhibition, usual class: inhibitors. 330,000 tested, 0.01% active;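 note: potency is the fitted concentration of half-maximal effect; plate controls were DMSO wells for no effect and full inhibition by NEM control for full effect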
#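 Cell-free coupled assay: 10nM USP2 core preincubated 30min RT with compound in Tris-HCl pH 8.0/CaCl2/CHAPS buffer, then 25nM Ub-CHOP2 and 25nM reporter substrate; fluorescence (Ex 485/Em 531) read after 60min RT, normalized to NEM inhibition, concentration-response curves fitted.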
# Active calls of the source: *; i = inactive; ? = inconclusive; nt = no result given; [ ] = remark or other dose. Unless noted, calls come from the whole dose curve; as a rule, active = well fitted curve in the direction sought with a large enough effect; inconclusive = small, poorly fitted or top-dose-only effect, or another doubt; inactive = no such curve, though single readings can be large; an effect the other way counts as inactive or inconclusive. Unless noted, % is set by controls: 0 for no effect and ±100 for the full control effect.
1: NC(=S)N/N=C/c1ccccc1OCc1cccc(Cl)c1
2: CCOCCCNCc1cc(Br)ccc1OCc1ccccc1
3: CCN(CC(=O)Nc1ccc2c(c1)OCCO2)S(=O)(=O)c1ccc(F)cc1
4: O=C(Cn1cc(C(=O)C2CCCCC2)c2ccccc21)NCC1CCCO1 (stereo not given)
5: CN(CC(=O)Nc1ccccc1Br)C(=O)CNC(=O)c1cccs1
6: NS(=O)(=O)c1cccc(NC(=S)NC(=O)c2cccc([N+](=O)[O-])c2)c1
7: O=S1(=O)N=C(N/N=C/c2ccco2)c2ccccc21
8: O=C(N/N=C/c1cccs1)c1ccc(-n2cccc2)cc1
compound no. | 1 | 2 | 3 | 4 | 5 | 6 | 7 | 8
PKM2 act | 0% | -11% | -4% | 1% | nt | -9% | 3% | 0%
GALK inh | nt | 1% | -3% | -1% | nt | -1% | 7% | 4%
Eya2 inh | -3% | -3% | -3% | 13% | 19% | -1% | -6% | 0%
Chronic BCR inh | ? | -8% | -6% | 10% | -1% | 3% | -2% | 7%
KCNH2 WT inh | 12 | 74 | -8 | 19 | 2 | -4 | -5 | i
uPA generation | -10% | 11% | 3% | 19% | 16% | 1% | 1% | 0%
B2AR arrestin | -0.2% | -0.8% | -0.9% | 0.1% | -0.1% | 0.2% | 0.1% | -0.3%
KCNH2 3.1 block | -10 | -40 | -1 | -12 | 6 | -1 | 5 | 19
Giardia killer | 11 | -3 | -11 | 2 | -25 | 2 | 6 | -15
Coupling enz | -6 | 2 | 0 | 1 | nt | 2 | -1 | 2
USP2a inh | 1% | 2% | 2% | -1% | 0% | 5% | 3% | 2%

9: CCc1noc(C)c1C(=O)Nc1nc(-c2cccs2)cs1
10: Cc1c2cnn(CC(=O)NCCCN3CCCCC3C)c(=O)c2c(C)n1Cc1ccccc1 (stereo not given)
11: CN(CC(=O)NCc1cccs1)CC(=O)Nc1ccc(F)c(F)c1F
12: O=C(c1cc(COc2c(F)cccc2F)on1)N1CCN(C2CCCCC2)C(=O)C1
13: Cc1ccc(S(=O)(=O)N(C)CCCC(=O)Nc2ccncc2)cc1
14: COc1cccc(-c2nc(-c3ccc(Br)o3)no2)c1
15: COc1cc(OC)c(OC)cc1/C=N/NC(=O)c1ccc(=O)n(C)c1
16: CNC(=O)CSc1nc2ccccc2c(=O)n1-c1cc(OC)ccc1OC
compound no. | 9 | 10 | 11 | 12 | 13 | 14 | 15 | 16
PKM2 act | nt | 1% | -3% | nt | 6% | 0% | 2% | -2%
GALK inh | nt | nt | 0% | -4% | 2% | 4% | 1% | -1%
Eya2 inh | 0% | ? | 2% | 2% | -14% | -1% | 3% | 9%
Chronic BCR inh | ? | 1% | -1% | 2% | 4% | ? | -9% | ?
KCNH2 WT inh | -6 | 8 | -3 | 10 | -23 | 2 | 1 | -5
uPA generation | -1% | 4% | 1% | -4% | -29% | 0% | 4% | -1%
B2AR arrestin | 0.4% | 0.3% | 0.0% | -0.6% | 0.1% | -0.8% | -1.8% | -0.8%
KCNH2 3.1 block | -32 | 2 | 20 | -4 | 4 | 3 | -8 | 12
Giardia killer | -7 | 45[activator] | -7 | -10 | -12 | 2 | 12 | 18
Coupling enz | nt | 0 | nt | 2 | 0 | -1 | 1 | 2
USP2a inh | 1% | 1% | 5% | 2% | 0% | 6% | 3% | -2%

17: CC(C)Cn1c(N)c(C(=O)COC(=O)c2ccc(F)cc2)c(=O)n(C)c1=O
18: O=C(O)c1cn(-c2ccc(F)c(F)c2)c2c(F)c(F)c(F)c(F)c2c1=O
19: O=C(CNc1ccc(Br)cc1)Nc1cccc(S(=O)(=O)N2CCCC2)c1
20: Cc1ccc(-c2ccc(/C=N/NC(=O)CN3CCOCC3)o2)cc1[N+](=O)[O-]
21: COC(=O)C1=C(C)NC(=O)CC1c1ccc(C(=O)OC)cc1 (stereo not given)
22: COc1ccc(-c2nc(CN3CCN(Cc4cccc(Cl)c4)CC3)c(C)o2)cc1
23: c1ccc(-c2cn(CC3CCCCC3)nn2)cc1
24: Cc1ccc(CNC(=O)C2CC(c3ccc(C(F)(F)F)cc3)=NO2)o1 (stereo not given)
compound no. | 17 | 18 | 19 | 20 | 21 | 22 | 23 | 24
PKM2 act | 3% | -1% | nt | 12% | -5% | -1% | 0% | 3%
GALK inh | 0% | nt | nt | 1% | 2% | 0% | nt | 5%
Eya2 inh | 6% | 7% | -12% | 9% | 7% | -7% | -8% | 4%
Chronic BCR inh | -2% | 10% | 2% | ? | -1% | ? | -5% | ?
KCNH2 WT inh | -15 | 13 | -3 | 3 | 2 | 9 | -1 | 1
uPA generation | -3% | -14% | 3% | -5% | 1% | -25% | -19% | 2%
B2AR arrestin | 0.0% | 0.5% | -0.1% | 0.2% | -0.2% | -0.8% | 0.5% | -0.6%
KCNH2 3.1 block | -7 | 1 | -4 | -7 | -3 | -26 | 1 | 0
Giardia killer | 6 | -22 | 10 | 1 | -2 | -19 | ? | -5
Coupling enz | 0 | 7 | nt | -44* | 0 | -1 | -1 | 3
USP2a inh | 0% | 1% | -2% | 0% | 2% | -2% | 0% | 0%

# A stretch of the results above, as a working copy:
23: c1ccc(-c2cn(CC3CCCCC3)nn2)cc1
24: Cc1ccc(CNC(=O)C2CC(c3ccc(C(F)(F)F)cc3)=NO2)o1 (stereo not given)
compound no. | 23 | 24
PKM2 act | 0% | 3%
GALK inh | nt | 5%
Eya2 inh | -8% | 4%
Chronic BCR inh | -5% | ?
KCNH2 WT inh | -1 | 1
uPA generation | -19% | 2%
B2AR arrestin | 0.5% | -0.6%
KCNH2 3.1 block | 1 | 0
Giardia killer | ? | -5
Coupling enz | -1 | 3
USP2a inh | 0% | 0%

# More structures
25: CN1CCC(N(C)S(=O)(=O)c2ccc(NC(=O)COc3cccc(C(F)(F)F)c3)cc2)CC1
26: O=C(CSc1nnc(NC(=O)C2CC2)s1)NCc1ccccc1Cl
27: COc1cc(-c2nnc(NC(=O)CS(=O)(=O)c3ccc(C)cc3)o2)cc(OC)c1OC
28: CCOC(=O)C1=C(C)Nc2nc3ccccc3n2C1c1ccccc1 (stereo not given)
29: CCC(Oc1ccccc1)C(=O)NCCOC (stereo not given)
30: CCCCN1C(=O)N(C)C2NC(=S)NC21 (stereo not given)
31: Cc1cc(C(=O)N/N=C/c2cccs2)no1
32: Cc1nc(CC(=O)O)c(-c2ccccc2)s1
compound no. | 25 | 26 | 27 | 28 | 29 | 30 | 31 | 32
PKM2 act | nt | nt | nt | 15% | 0% | -6% | -17% | -5%
GALK inh | nt | 2% | nt | 1% | 1% | 3% | 3% | 0%
Eya2 inh | -2% | 4% | 20% | 2% | 0% | -34% | 9% | -22%
Chronic BCR inh | 2% | -3% | 0% | -1% | 0% | -4% | ? | ?
KCNH2 WT inh | -11 | -7 | 1 | 0 | 14 | 1 | -9 | 4
uPA generation | -7% | 0% | 12% | 2% | 4% | 11% | -12% | 1%
B2AR arrestin | 2.5% | -0.2% | -0.4% | -0.1% | -0.9% | -0.4% | -2.1% | -1.7%
KCNH2 3.1 block | -3 | 14 | 1 | 3 | 14 | 14 | 2 | 24
Giardia killer | -10 | 4 | -12 | -10 | 4 | 2 | 5 | 6
Coupling enz | nt | nt | nt | 1 | 2 | 3 | 1 | 6
USP2a inh | -2% | 0% | 0% | 1% | 4% | 1% | -7% | 2%

# Limited to uPA generation, USP2a inh and B2AR arrestin, for some of the entries so far:
no.	mol	uPA generation	USP2a inh	B2AR arrestin
25	CN1CCC(N(C)S(=O)(=O)c2ccc(NC(=O)COc3cccc(C(F)(F)F)c3)cc2)CC1	-7%	-2%	2.5%
26	O=C(CSc1nnc(NC(=O)C2CC2)s1)NCc1ccccc1Cl	0%	0%	-0.2%
31	Cc1cc(C(=O)N/N=C/c2cccs2)no1	-12%	-7%	-2.1%
32	Cc1nc(CC(=O)O)c(-c2ccccc2)s1	1%	2%	-1.7%

# The listing continues:
33: CC(=O)N1CCc2cc(NC(=O)c3ccc(C)cc3)ccc21
34: CCC(Oc1ccccc1)C(=O)N(Cc1ccccc1)c1ccccn1 (stereo not given)
35: Cc1ccc(C2CC(c3ccccc3OC(F)F)Nc3ncnn32)cc1 (stereo not given)
36: COC(=O)c1ccc(CSc2ccc(S(=O)(=O)N3CCCCC3)cn2)cc1
compound no. | 33 | 34 | 35 | 36
PKM2 act | -1% | -5% | 5% | nt
GALK inh | -4% | nt | 0% | nt
Eya2 inh | -2% | -4% | 5% | 10%
Chronic BCR inh | -1% | 1% | 1% | 0%
KCNH2 WT inh | -5 | -1 | -5 | -31
uPA generation | nt | -1% | -1% | -1%
B2AR arrestin | 0.1% | 0.7% | -0.1% | 0.1%
KCNH2 3.1 block | -5 | 25 | 6 | -6
Giardia killer | ? | -4 | -13 | 1
Coupling enz | 2 | 3 | 4 | nt
USP2a inh | 2% | -2% | 3% | 1%
